RORgamma inh – qHTS for inhibitors of ROR gamma transcriptional activity | Nuclear receptor ROR-gamma (Mus musculus), P51450 | Drosophila S2 Gal4-RORgamma UAS-luciferase reporter, 20 h | Potency, µM (titrated, usually from 53.6 µM), inactives show at the top dose activity change, negative = inhibition, most hits filed as inhibitors | 5.4% of 310,000 active | AID 2551, 2010; note: % is set by controls: 0 for no effect and ±100 for the full control effect; nearly all actives have a fitted effect of over 60% in size
Target sequence (P51450 whole entry, looked up, the tested form may be a part): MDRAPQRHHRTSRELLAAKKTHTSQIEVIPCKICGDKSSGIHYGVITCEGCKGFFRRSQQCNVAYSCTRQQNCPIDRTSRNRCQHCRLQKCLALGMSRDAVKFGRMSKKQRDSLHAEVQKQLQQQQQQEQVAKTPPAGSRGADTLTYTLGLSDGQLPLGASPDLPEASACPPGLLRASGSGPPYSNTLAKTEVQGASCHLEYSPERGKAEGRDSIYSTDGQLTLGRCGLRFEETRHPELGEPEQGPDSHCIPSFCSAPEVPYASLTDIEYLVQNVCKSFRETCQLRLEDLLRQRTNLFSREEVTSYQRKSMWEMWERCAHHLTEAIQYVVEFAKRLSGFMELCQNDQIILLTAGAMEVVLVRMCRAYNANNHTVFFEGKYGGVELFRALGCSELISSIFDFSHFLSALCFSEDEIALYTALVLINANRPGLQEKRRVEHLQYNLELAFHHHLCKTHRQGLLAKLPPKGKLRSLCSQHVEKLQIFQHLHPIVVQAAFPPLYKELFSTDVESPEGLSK
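ROR gamma transcriptional activity was tracked as Gal4-UAS luciferase output in stably transfected Drosophila Schneider cells, with compound added 1 hr before 700 uM copper sulfate induction and a 20 hr ambient-temperature incubation.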
ELG1 genotox – qHTS screen for small molecules that induce genotoxicity in human embryonic kidney (HEK293T) cells expressing luciferase-tagged ELG1 | HEK293T ELG1-luciferase reporter, luminescence, 16 h | Potency, µM (titrated, usually from 46 µM), inactives show at the highest dose activity change, positive = activation, hits mostly activators | 1.3% of 330,000 active | AID 504466, 2011; note: % of control where 0% means no effect; nearly all actives have a fitted effect of over 60% in size
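16 hr compound incubation (37 °C, 5% CO2) of HEK293T cells carrying luciferase-tagged ELG1; luciferase then measured by ONE-Glo luminescence after 30 min at RT.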
uPA surface inh – qHTS for Inhibitors of Cell Surface uPA Generation | cell surface uPA generation assay, qHTS | Potency, µM (series often up to 38.3 µM), for inactives: at the highest dose activity change, negative = inhibition, most hits filed as inhibitors | 0.31% of 330,000 active; active = well fitted inhibition curve with a large enough effect; inconclusive = small, poorly fitted or top-dose-only effect; inactive = no such curve, though single readings can be large or run the other way; tested in mouse RAW 264.7 cells; note: % is set by controls: 0 for no effect and ±100 for the full control effect; nearly all actives have a fitted effect of over 55% in size
p53 reactivation – qHTS assay for re-activators of p53 using a Luc reporter. H1299 p53-A138V BP100-luciferase reporter, luminescence, 24 h. Potency, µM (top dose mostly 92.2 µM), without a hit: at the highest dose activity change, positive = activation, hits mostly activators. 0.063% of 320,000 active. AID 504706, 2011; note: % of control where 0% means no effect; nearly all actives have a fitted effect of over 45% in size
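p53-null H1299 cells stably carrying temperature-sensitive p53-A138V and a BP100-luciferase reporter were pinned with compounds (4-point, 1:5 series) and held 24 hrs at 37 deg C. Luminescence was read 10 min after detection reagent.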
Rab9 promoter act – qHTS Assay for Rab9 Promoter Activators; Huh7 Rab9 promoter-luciferase reporter, luminescence, 24 h; Potency, µM (doses to about 9.22 µM), without a hit: top-dose activation, negative = inhibition, hits mostly activators; 2.8% of 320,000 active; AID 485297, 2010; note: % of control where 0% means no effect; nearly all actives have a fitted effect of over 60% in size
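Huh7 reporter line, Rab9 promoter upstream of luciferase. Compound exposure 24 h at 37 °C in reduced-serum medium with 10% FBS. Read-out: luminescence.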
BRCA1 expr act – qHTS Assay to Identify Small Molecule Activators of BRCA1 Expression. MCF7-BRCA1-FFLuc reporter, luminescence, 48 h; response scale: scaled: vehicle 0%, 10 µM genistein 100%. Potency, µM (highest dose often 46.1 µM), for the others: at the top dose activation, usual class: activators. 1.1% of 380,000 active. AID 624202, 2012; note: nearly all actives have a fitted effect of over 80% in size; some results filed as inactive show a strong effect at the top dose
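Quantitative HTS in MCF7 cells stably reporting BRCA1 expression via firefly luciferase. Compound treatment lasts 48 h at 37 °C in phenol-red free MEM. Activation is expressed relative to genistein at 10 microM and DMSO.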
MLL CXXC-DNA inh – qHTS Fluorescence Polarization Assay for Inhibitors of MLL CXXC domain - DNA interaction; 0.037% of 290,000 active; MLL-CXXC / FITC-HOXA9 DNA fluorescence polarization; Histone-lysine N-methyltransferase 2A (Homo sapiens), Q03164; Potency, µM (top dose mostly 115 µM), inactives show at the top dose activity change, negative = inhibition, most hits filed as inhibitors; active = well fitted inhibition curve with a large enough effect in the polarisation, with a control signal flat, not every such curve was filed as active; inconclusive = small, poorly fitted or top-dose-only effect, or effect the other way, or a change in a side signal; inactive = no such curve, though single readings can be large or run the other way; the % refers to the polarisation
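Purified MLL-CXXC (added from a 7 uM solution) was preincubated 5 min at ambient with pinned compounds in 50 mM Tris-HCl pH 7.5, 50 mM NaCl, 1 mM DTT, 0.05% BSA. Fluorescein-labeled HOX-A9 DNA (50 nM solution) followed, 30 min, then polarization read.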
MBNL1-CUG inh – qHTS Assay for Inhibitors of MBNL1-poly(CUG) RNA binding; TR-FRET MBNL1-His/biotin-(CUG)12 binding, 665/545 ratio; Potency, µM (doses to about 57.5 µM), without a hit: top-dose activity change, negative = inhibition, hits mostly inhibitors; 0.036% of 280,000 active; active = well fitted inhibition curve with a large enough effect in the signal ratio, with a control signal flat, not every such curve was filed as active; inconclusive = small, poorly fitted or top-dose-only effect, or effect the other way, or a change in a side signal; inactive = no such curve, though single readings can be large or run the other way; the % refers to the signal ratio; note: % is set by controls: 0 for no effect and ±100 for the full control effect
Target sequence (Q9NR56 whole entry, looked up): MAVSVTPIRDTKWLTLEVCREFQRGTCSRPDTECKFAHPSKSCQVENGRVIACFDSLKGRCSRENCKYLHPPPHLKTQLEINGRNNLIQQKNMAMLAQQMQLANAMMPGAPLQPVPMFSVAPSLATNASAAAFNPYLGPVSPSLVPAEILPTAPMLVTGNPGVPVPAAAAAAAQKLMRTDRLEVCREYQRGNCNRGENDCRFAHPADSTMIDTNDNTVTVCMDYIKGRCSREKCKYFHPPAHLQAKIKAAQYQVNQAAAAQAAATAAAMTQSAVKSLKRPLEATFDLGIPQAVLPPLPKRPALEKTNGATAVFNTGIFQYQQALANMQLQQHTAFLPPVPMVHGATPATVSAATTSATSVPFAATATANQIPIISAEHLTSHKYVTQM
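TR-FRET between His-tagged MBNL1 and biotin-(CUG)12 RNA, detected with Tb anti-His antibody (0.055 ng/ul) and streptavidin-XL665 (5 nM), 60 min at room temperature. Compounds titrated 92 nM to 58 uM; 665/545 nm ratio normalized to buffer and complex controls.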
FLuc modulator – qHTS profiling assay for firefly luciferase inhibitor/activator using purifed enzyme and Km concentrations of substrates (counterscreen for miR-21 project); Luciferin 4-monooxygenase (Photinus pyralis), P08659; purified FLuc, Km substrates, luminescence inhibition; Potency, µM (doses to about 57.5 µM), inactives show at the highest dose activity change, negative = inhibition, hits mostly inhibitors; 6.9% of 360,000 active;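 note: plate controls were vehicle for no effect and reference inhibitor for full effect; nearly all actives have a fitted effect of over 55% in size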
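Purified P. pyralis luciferase, 10 nM final, with Km-level 10 uM D-luciferin and 10 uM ATP in 50 mM Tris acetate pH 7.5, 10 mM Mg acetate, 0.01% Tween-20, 0.05% BSA; 6-point qHTS titration about 60 µM downward; luminescence read.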
NPC1 promoter act – qHTS Assay for NPC1 Promoter Activators | AID 485313, 2010 | Huh7 NPC1 promoter luciferase reporter, 24 h | Potency, µM (top dose mostly 9.22 µM), inactives show top-dose activation, actives largely listed as activators | 2.4% of 320,000 active;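 note: % of control where 0% means no effect; nearly all actives have a fitted effect of over 60% in size; reporter is driven by a mutant NPC1 promoter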
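Stably transfected Huh7 (NPC1 promoter→luciferase), 1500 cells/well in Opti-MEM + 10% FBS, 2 h settle, then compound 24 h at 37 °C. Luminescence after 10 min with Amplite reagent.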
VP16 counter – VP16 counterscreen qHTS for inhibitors of ROR gamma transcriptional activity | Potency, µM (doses to about 53.6 µM), for the others: at the top dose activity, negative = inhibition, hits mostly inhibitors | Drosophila S2 Gal4-VP16 UAS-luciferase, luminescence, 20 h | AID 2546, 2010 | 3.5% of 310,000 active;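 note: Gal4-VP16 expression switched on by copper sulfate through the metallothionein promoter; % is set by controls: 0 for no effect and ±100 for the full control effect; nearly all actives have a fitted effect of over 50% in size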
An asterisk follows results filed as active; ? = inconclusive; nt = not tested or not shown; & = joins results of further samples; [ ] = remark or other dose. Unless noted, calls come from the whole dose curve; as a rule, active = well fitted curve in the direction sought with a large enough effect; inconclusive = small, poorly fitted or top-dose-only effect, or another doubt; inactive = no such curve, though single readings can be large; an effect the other way counts as inactive or inconclusive. Potency is the fitted concentration of half-maximal effect. A portion of the library (hit frequency here may not be typical).

item | mol | MBNL1-CUG inh | uPA surface inh | p53 reactivation | FLuc modulator | NPC1 promoter act | MLL CXXC-DNA inh | Rab9 promoter act | VP16 counter | BRCA1 expr act | ELG1 genotox | RORgamma inh
1 | CCOC(=O)CN(C(=O)CNC(=O)c1cccs1)C(C(=O)NC1CCCC1)c1cccnc1 (configuration not stated) | 3% | 1% | -1% | 8% | -1% | -7% | -1% | -2% | -4% | 1% | -1%
2 | O=C(Nc1ccn(Cc2ccc(Cl)cc2)n1)c1ccc2c(c1)OCO2 | -3% | nt | nt | 21µM* | nt | -9% | nt | 4% | 2% | nt | 15%
3 | O=C1C2C3c4ccccc4C(c4ccccc43)C2C(=O)N1c1cccnc1 (configuration not stated) | -10% | 2% | -14% | 4% | -4% | -3% | -1% | -3% | 20% | -10% | -3%
4 | COc1ccc(-n2c(=O)[nH]c3cc(C(=O)NCCc4ccc(Cl)cc4)ccc3c2=O)cc1OC | 54%[activator] | -7% | 0% | 2%&2% | -11% | 8% | -13% | -30% | -57% | -16% | ?
5 | Cc1c(Cl)c([N+](=O)[O-])nn1CCCC(=O)Nc1sc2c(c1C(N)=O)CCC(C)C2 (configuration not stated) | -13% | -1% | nt | 0% | -2% | 10% | -6% | -7% | -19% | -2% | 26%
6 | CCOc1c(O)ccc(/C=C2\SC(=S)NC2=O)c1[N+](=O)[O-] | ? | -3% | 8% | 13µM* | -1% | 19% | -7% | 10% | 11µM* | 0% | 27%
7 | CN(C)c1nc(N/N=C/c2c[nH]c3ccccc23)nc(N2CCOCC2)n1 | nt | -8% | 5% | 3% | -4% | 13% | -1% | -8% | -36% | -5% | -5%
8 | CC(=O)Nc1cccc(-c2nc3ccccc3o2)c1 | 0% | -15% | -4% | 19µM* | 28% | 7% | 30% | -10% | ? | ? | 11%
9 | Cn1c(=O)c(C(=O)COc2ccc(F)cc2Cl)c(N)n(Cc2ccccc2)c1=O | -2% | -5% | -3% | -1% | 4% | -2% | 2% | -6% | -11% | -10% | 32%
10 | Cc1ccc(-c2nnc(/C=C/c3ccccc3)o2)cc1 | nt | 0% | ? | 17µM* | 22% | -8% | 18% | -23% | ? | ? | ?
11 | CC1CN(C(=S)Nc2ccc(Cl)cc2)CC(C)O1 (configuration not stated) | 0% | -3% | -9% | -2% | -2% | -5% | 2% | -25% | -3% | -1% | -43%
12 | CC(=O)Nc1ccc(S(=O)(=O)N2CCN(c3nc4ccccc4n3CC(C)C)CC2)cc1 | -11% | 22% | -7% | -1% | -21% | 3% | -1% | 15% | 0% | -2% | ?
13 | CCN(Cc1ccccc1)c1ccc(/C=N/N2CCOCC2)cc1 | 7% | -4% | ? | ? | 17% | 3% | 12% | -8% | 62% | 13% | -1%
14 | CC(=O)Nc1nc(C)c(Oc2ccc(C)cc2)c(=O)[nH]1 | nt | 2% | 0% | 2% | 7% | 2% | 3% | 7% | -2% | -1% | -42%
15 | CCn1c(CNc2nc3ccccc3n2C(C)C)nc2ccccc21 | -6% | 9% | 0% | 5% | 1% | 2% | -6% | -4%[0.365 µM] | -16% | -15% | ?
16 | CC12CC(c3ccccc3O1)N(C(=O)c1ccco1)C(=O)N2c1ccccc1 (configuration not stated) | 1% | -1% | -6% | -1% | 2% | 1% | -3% | 1% | -16% | -3% | -32%
17 | CCOC(=O)N1CCC(N2Cc3cccc(C(=O)Nc4ccc(OCC)cc4)c3C2=O)CC1 | -6% | 1% | 9% | 12µM* | 1% | 12% | -2% | -6% | -2% | -7% | -26%
18 | CCOC(=O)C(C)n1cnc2c(nnn2Cc2ccc(C)cc2)c1=O (configuration not stated) | ? | -7% | -15% | -2% | -1% | 3% | 0% | -14%[0.365 µM] | 4% | 2% | -32%
19 | CN(C)c1ccc(NC(=S)NCC2CCCO2)cc1 (configuration not stated) | ? | -2% | ? | ? | 17% | 2% | 23% | -14% | 81% | ? | ?
20 | CCCCCCNc1c([N+](=O)[O-])c(=O)sc2ccccc12 | -3% | -5% | 5% | -17% | -3% | -2% | -1% | -15% | -37% | -5% | 3%
21 | Cc1ccc(Cn2ncc3c(N4CCN(c5ccccc5C)CC4)ncnc32)cc1 | 3% | -3% | 9% | 5% | -4% | 4% | -15% | -3% | -55% | -3% | 4%
22 | COc1ccc(NC(=O)c2cccnc2)c(OC)c1 | -6% | nt | 3% | 5% | 1% | -11% | -9% | 3% | 2% | 4% | 1%
23 | COc1ccccc1-n1cnnc1SCC(=O)Nc1cc(C(C)(C)C)nn1-c1ccccc1 | 1% | 9% | 22% | -1% | 1% | 0% | 1% | ? | -16% | -7% | ?
24 | COc1ccc([N+](=O)[O-])c(OC)c1C(=O)NC(=O)Nc1nc(C)nc(C)n1 | 26% | -1% | -2% | 0% | -1% | 2% | 2% | -6% | -2% | -4% | -1%
25 | C/C(CCN1CCc2nc(-c3ccccc3)c(-c3ccccc3)cc2C1)=N\O[C@@H](C)c1cn([C@H](CO)Cc2ccccc2)nn1 | 7% | nt | -7% | 4% | -4% | 3% | -4% | 17%[10 µM] | nt | -5% | 6%[10 µM]
26 | Cc1cc(Br)cc(C)c1NC(=O)c1ccccc1[N+](=O)[O-] | -10% | -1% | -2% | -1% | 0% | 6% | 1% | 3% | -16% | 0% | -1%
27 | CCn1c(=O)cc(OCC(=O)N2CCc3ccccc32)c2ccccc21 | -1% | 0% | 14% | -1% | 0% | 7% | -4% | 12% | 0% | 6% | -8%
28 | CCOC(=O)C(C(C)=O)=C1SC2CS(=O)(=O)CC2S1 (configuration not stated) | -7% | -6% | 0% | -1% | -1% | -2% | -2% | -6% | 8% | 6% | 1%
29 | CN(C)S(=O)(=O)c1cccc(NC(=O)c2cc(-c3cccs3)nn2-c2ccccc2)c1 | -7% | 1% | -6% | -1% | -3% | 2% | 1% | ? | -36% | 0% | 34%
30 | CCOC(=O)Cn1nnnc1C(CC)N(Cc1cccs1)Cc1cc2cc(C)ccc2[nH]c1=O (configuration not stated) | -1% | -9% | 2% | 0% | 0% | -6% | -6% | 2% | -29% | -6% | 32%
31 | COc1ccc(S(=O)(=O)NNC(=O)Nc2ccc(F)cc2F)c(OC)c1 | -8% | 3% | 11% | 0% | 2% | -1% | 1% | -7% | 1% | 1% | -8%

Five entries from above, screen by screen:
4	COc1ccc(-n2c(=O)[nH]c3cc(C(=O)NCCc4ccc(Cl)cc4)ccc3c2=O)cc1OC
21	Cc1ccc(Cn2ncc3c(N4CCN(c5ccccc5C)CC4)ncnc32)cc1
8	CC(=O)Nc1cccc(-c2nc3ccccc3o2)c1
10	Cc1ccc(-c2nnc(/C=C/c3ccccc3)o2)cc1
13	CCN(Cc1ccccc1)c1ccc(/C=N/N2CCOCC2)cc1

assay / entry	4	21	8	10	13
MBNL1-CUG inh	54%[activator]	3%	0%	nt	7%
uPA surface inh	-7%	-3%	-15%	0%	-4%
p53 reactivation	0%	9%	-4%	?	?
FLuc modulator	2%&2%	5%	19µM*	17µM*	?
NPC1 promoter act	-11%	-4%	28%	22%	17%
MLL CXXC-DNA inh	8%	4%	7%	-8%	3%
Rab9 promoter act	-13%	-15%	30%	18%	12%
VP16 counter	-30%	-3%	-10%	-23%	-8%
BRCA1 expr act	-57%	-55%	?	?	62%
ELG1 genotox	-16%	-3%	?	?	13%
RORgamma inh	?	4%	11%	?	-1%
